TGFb SMAD3 inh: inhibitors of TGF-b signaling | HepG2 CAGA-GFP TGF-b/SMAD3 reporter, GFP fluorescence, 18 h; TGF-beta stimulated, 500 pg/mL final | Potency, µM (titrated, usually from 46.1 µM), without a hit: at the top dose activity, negative = inhibition, hits mostly inhibitors | 410,000 compounds, 1.2% hits; also: potency is read from the fitted curve at half-maximal effect; % is scaled to controls: 0 for no effect and ±100 for the full control effect; nearly all actives have a fitted effect of over 65% in size
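Inhibition was scored as loss of TGF-beta-induced (500 pg/mL final, 18 hours, 37 degrees C) GFP in HEPG2 cells carrying a CAGA-GFP reporter, in DMEM with 1% FBS. Well GFP was summed per cell; Activity was normalised to unstimulated and stimulated DMSO wells, then concentration-response fitting.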
Nrf2 ARE act: Nrf2 pathway activation; Potency, µM (titrated, usually from 46.1 µM), for inactives: at the highest dose activation, hits mostly activators; 410,000 compounds, 0.31% hits; AREc32 ARE-luciferase reporter (MCF7-derived line), luminescence, 24 h; also: potency is read from the fitted curve at half-maximal effect; % of control where 0% means no effect; nearly all actives have a fitted effect of over 65% in size
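ARE-driven firefly luciferase activity in AREc32 cells measured after a 24 hr compound exposure at 37 deg C, using Steady-Glo reagent and a 30 min room-temperature hold.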
Abeta yeast res: compounds reversing amyloid beta toxicity in yeast | yeast expressing A-beta42, growth rescue, OD600, 48 h; response scale: 0% DMSO, 100% iron-clioquinol control | Potency, µM (series often up to 46.1 µM), for the others: top-dose growth rescue, actives largely listed as activators | 410,000 compounds, 0.063% hits; also: potency is read from the fitted curve at half-maximal effect; nearly all actives have a fitted effect of over 55% in size
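Yeast growth medium received pinned compounds, then yeast cells expressing toxic A-beta were added; plates incubated at 30 C for 48 hr. Growth read as absorbance at 600 nm, normalized to DMSO and equimolar FeCl3 plus clioquinol controls.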
Nrf2 block: Nrf2 pathway inhibition; A549 ARE-Fluc reporter, luciferase luminescence, 18-24 h; Potency, µM (doses to about 46 µM), for the others: top-dose activity change, negative = inhibition, actives largely listed as inhibitors; 360,000 compounds, 2.1% hits; also: potency is read from the fitted curve at half-maximal effect; % is scaled to controls: 0 for no effect and ±100 for the full control effect; nearly all actives have a fitted effect of over 60% in size
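Concentration-response testing used A549 ARE_Fluc cells at 5000 cells/well. Following an 18-24 h compound incubation, viability was read by fluorescence (Ex 405/Em 525) and luciferase output by luminescence.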
A549 tox: A549 cytotoxicity, counter-screen for Nrf2 inhibitors; A549 ARE-Fluc cells, CellTiter-Fluor viability, 18-24 h; Potency, µM (doses to about 46 µM), without a hit: top-dose activity change, negative = cytotoxicity, actives largely listed as inhibitors; 390,000 compounds, 0.16% hits; AID 504648; also: potency is read from the fitted curve at half-maximal effect; % is scaled to controls: 0 for no effect and ±100 for the full control effect
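A549 ARE_Fluc cells in 5% FBS OPTI-MEM were exposed to compounds in concentration-response for 18-24 h at 37 deg C. Viability was read by CellTiter-Fluor fluorescence (Ex 405/Em 525) after 30 min, before the luciferase read.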
Akt phos inh: Akt phosphorylation inhibition; 360,000 compounds, 0.32% hits; AID 651550; Neuro2A IGF-stimulated pAkt S473 HTRF, 20 min; hits give low values; activity change, % for hits at 50 µM; in the data active = activity change below about -80%; inconclusive = mostly about -51% to -80%; also: % is scaled to controls: 0 for no effect and ±100 for the full control effect
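Neuro2A cells in DMEM with 0.5% FBS, overnight at 37 deg C, given compound at single 50 µM final, then IGF (6 nM final) for 20 min at 37 deg C. Lysed; phospho-Akt Ser473 by HTRF after 24 h, 665/615 ratio.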
CCT chaperon mod: changes cytosolic chaperonin activity | purified chaperonin ATPase assay, HTRF ADP detection, 30 min | activity change, % (test concentration not listed), hits read low | 360,000 compounds, 0.3% hits | AID 651819; in the data active = activity change below about -30%; also: % is scaled to controls: 0 for no effect and ±100 for the full control effect
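Enzyme 40 or 20 nM (batch-dependent) in Tris pH 7.4/KCl/MgCl2/DTT; cpd 76 uM single point; ATP 10 uM; 30 min 37 °C; Transcreener ADP HTRF detection, 30 min RT; ratio 665/615.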
HepG2 viability: kills HepG2 cells in TGF-b inhibitor counter-screen; 410,000 compounds, 0.76% hits; HepG2 CAGA-GFP viability, ATP luminescence, 18 h; Potency, µM (series often up to 46.1 µM), for the others: top-dose activity change, negative = cytotoxicity, hits mostly cytotoxic; also: potency is read from the fitted curve at half-maximal effect; some results filed as inactive show a strong effect at the top dose
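CellTiter-Glo luminescence gave cytotoxicity after 18 hours at 37 degrees C. The cells were HepG2 CAGA-GFP in 1% FBS DMEM, stimulated with 500 pg/mL TGF-beta after compound addition. %Activity was normalised to no-cell wells (complete cell-killing) and DMSO (no toxicity), and curves were fitted and classified.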
Mm-Cpn inhibitor: M. maripaludis TRiC chaperonin inhibition; purified Mm-Cpn ATPase, ADP Transcreener TR-FRET; Potency, µM (titrated, usually from 76.9 µM), without a hit: at the highest dose activity, negative = inhibition, usual class: inhibitors; 330,000 compounds, 0.031% hits; AID 504842; also: potency is read from the fitted curve at half-maximal effect; % is scaled to controls: 0 for no effect and ±100 for the full control effect; nearly all actives have a fitted effect of over 80% in size
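Reaction buffer contained 30 mM Tris pH 7.4, 100 mM KCl, 5 mM MgCl2 and 1 mM DTT. Mm-CPN (25 nM final) hydrolysed 10 uM ATP over 30 min at 37°C; ADP was read by HTRF.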
* marks the source's active call; other numbers are inactive results; i = inactive; ? = inconclusive; / = no result given; [ ] = another dose, or the depositor's remark. Unless noted, calls follow the shape of the dose curve; as a rule, active = well fitted curve in the direction sought with a large enough effect; inconclusive = small, poorly fitted or top-dose-only effect, or another doubt; inactive = no such curve, though single readings can be large; an effect the other way counts as inactive or inconclusive.

SMILES	TGFb SMAD3 inh	Nrf2 ARE act	Abeta yeast res	Nrf2 block	A549 tox	Akt phos inh	CCT chaperon mod	HepG2 viability	Mm-Cpn inhibitor
CCOC(=O)C1CCN(C(=O)c2ccc(C)c(NC(=O)c3nsc4ccccc34)c2)CC1	19%	-0.1%	4%	/	-2%	/	/	13%	/
O=C(Nc1nccs1)c1ccc(-c2ccc(Cl)cc2)o1	-25%	8.2%	?	?	-2%	i	-2.2	-25%	-2%
Cn1c(SCC(=O)Nc2sccc2C#N)nnc1-c1ccccc1	3%	0.6%	-8%	3%	2%	i	-2.1	-7%	2%
CCc1ccc(NC(=S)N(CCCN2CCOCC2)Cc2ccco2)cc1	2%	0.2%	-1%	3%	0%	i	-0.1	-7%	?
Cc1cccc(N2CCN(C(=O)C3CCN(C(=O)c4cc5sccc5n4C)CC3)CC2)c1C	11µM*	0.6%	?	?	?	/	/	-12%	/
COc1ccc(OCC(=O)Nc2ccc(NC(=O)c3cccs3)c(OC)c2)cc1	-2%	-0.6%	-1%	-9%	0%	i	-3.4	6%	0%
Cc1oc2c(c1C(=O)NCc1cccnc1)C(=O)c1ccccc1C2=O	0.28µM*	-5.2%	-78%[inhibitor]	5.2µM*	2.6µM*	i	-4.7	0.45µM*	3%
CCC(C)Sc1cc(C)c(C#N)c2nc3ccccc3n12 (stereo not given)	-11%	2.9%	-4%	?	-4%	i	-2.4	-2%	0%
O=C(CSc1nnc(-c2ccccc2)c(-c2ccccc2)n1)N1CCOCC1	-3%	-1.2%	-24%	-4%	0%	i	1.2	-30%	-1%
CCOC(=O)C1CCN(c2ncnc3c2[nH]c2cccc(OC)c23)CC1	2%	6.0%	-6%	-3%	-8%	i	2.8	-4%	-3%
O=S(=O)(c1ccc(F)cc1)N1CCN(c2nc(-c3ccc(F)cc3)nc3cc(Cl)ccc23)CC1	5%	/	/	9%	2%	/	/	-13%	/
Cc1ccccc1OCC(=O)OCC(=O)NC1CCCC(C)C1C (stereo not given)	-10%	-0.3%	5%	/	/	i	-1.6	-6%	/
COc1ccc(C(=O)Nc2nc(N)n(-c3ccccc3)n2)cc1	-22%	-0.1%	-5%	19%	0%	i	-1.2	-20%	1%
O=C(Cc1ccccn1)c1ccccc1	-21%	-0.5%	-8%	?	0%	i	-1.7	-17%	1%
O=C(Nc1ccc(Br)cc1)c1cccc2c1C(=O)N(C1CCCCC1)C2	2%	-0.3%	-2%	6%	1%	i	-0.9	-3%	0%
CCOC(=O)CCc1c(C)c2ccc(OCC(=O)OC(C)C)cc2oc1=O	-11%	-0.1%	13%	?	-8%	i	-4.4	-16%	-3%
COc1ccc(-c2nc3ccccc3c(=O)n2CCOc2c(C)cccc2C)cc1	-7%	0.1%	8%	0%	9%	i	2.9	-15%	-9%
COc1ccc2[nH]cc(CCNS(=O)(=O)c3ccc(F)cc3)c2c1	12%	-0.1%	-5%	-20%	6%	i	0.1	-24%	0%
Cc1cc([N+](=O)[O-])ccc1NC(=S)NC(=O)Cc1ccccc1	?	3.1%	-14%	13%	2%	i	-3.7	9%	1%
Cc1ccc(C)c(N2CCN(C(=O)Cc3c(C(=O)O)c(C)cn3C)CC2)c1	-25%	0.1%	-6%	/	0%	/	/	11%	/
CC(OC(=O)c1ccccc1OCc1ccc(Cl)cc1)C(N)=O (stereo not given)	-12%	0.6%	-7%	?	2%	i	1.3	-7%	0%
COc1ccc(OC)c(C2C(C(=O)c3cccs3)=C(O)C(=O)N2CCN2CCOCC2)c1 (stereo not given)	-2%	-0.3%	24%	1%	-11%	i	-0.4	7%	7%
COc1ccc(OC)c(/C=C2\Oc3cc(OCC(=O)N4CCC[C@H]4C(=O)O)ccc3C2=O)c1	40%	-0.8%	-19%	-5%	-5%	i	-1.1	-1%	-8%
O=C(Nc1cccc(Cl)c1)c1ccc(F)c(S(=O)(=O)N2CCN(c3ccccn3)CC2)c1	?	3.6%	4%	21µM*	-9%	i	1.0	-5%	-17%
CCN(C(=O)CN1C(=O)c2ccccc2Sc2ccc(C(=O)OC)cc21)c1cccc(C)c1	/	3.3%	-28%	/	0%	/	/	-3%	/
Cc1cc(C)cc(NC(=S)Nc2ccc3cn[nH]c3c2)c1	-3%	2.5%	10%	6%	-1%	i	-0.1	9%	1%
CCN(CC)c1ccc(/C=N/N2C(=O)c3ccccc3C2=O)c(O)c1	11%	1.8%	-2%	5%	-9%	i	-1.0	-9%	-2%
Nc1[nH]c(C(=O)c2ccccc2)c(-c2ccc(F)cc2)c1C(=O)NCc1ccccc1	/	-0.6%	-13%	/	/	i	1.1	/	/
CCn1c(SCC(=O)N/N=C/c2ccc(C)o2)nnc1-c1ccc(C)cc1	?	-0.2%	5%	-1%	-4%	i	0.3	3%	0%
CCOC(=O)/C(C#N)=C1/SC(CC)C(=O)N1c1ccc(Br)cc1 (stereo not given)	-10%	0.2%	25%	3%	-16%	i	1.6	-20%	?
CN(C)CCNc1ncnc2c1ncn2[C@H]1CN(Cc2ccncc2)C[C@@H](CO)O1	16%	-1.3%	-13%	/	/	i	0.3	-3%	/
CC1CCN(C(c2nnnn2CCc2ccccc2)C(C)C)CC1 (stereo not given)	11%	-0.6%	0%	3%	14%	i	-0.8	-5%	3%
O=C1C(Cl)=C(N2CCOCC2)C(=O)N1c1ccccc1Cl	15%	3.9%	-11%	2%	2%	i	-1.8	-15%	2%
CCOc1ccc(Br)cc1S(=O)(=O)Nc1cccc(S(=O)(=O)N(C)c2ccccc2)c1	11µM*	2.6%	1%	?	10%	i	-1.0	-31%	4%
CCOc1ccccc1NC(=O)CN1C=NS(=O)(=O)c2ccccc21	-2%	0.3%	-8%	/	2%	/	/	-13%	/
O=C(NCc1ccncc1)c1ccc2nc(Cc3ccccc3F)oc2c1	?	0.0%	11%	?	0%	i	2.3	2%	-1%
CCOC(=O)Cn1nc(/C=C/c2ccc(C(C)C)cc2)ccc1=O	?	6.6%	-40%[inhibitor]	/	6%	i	-1.7	-45%	0%
O=C(Cn1nnc(-c2ccncc2)n1)N(C1CCCCC1)C1CCCCC1	6%	-0.3%	1%	-11%	-9%	i	-0.8	-4%	-1%
Cc1ccc(NC(=O)Cn2cc3c(n2)CCCCC3)cc1	-11%	-1.0%	-4%	4%	9%	/	/	-4%	/
CCCCn1c(=O)[nH]c(=O)c2c1nc(-c1ccc(OC)c(Br)c1)n2CC(C)C	?	-1.3%	4%	-20%	-5%	i	2.0	-12%	-3%
COc1cc(NC(=O)c2nn(C)c3c2COc2ccccc2-3)cc(OC)c1OC	-19%	0.5%	9%	?	-1%	/	/	-27%	/
CC1(C)C(=O)OC(c2ccc([N+](=O)[O-])cc2)C(C)(C)C1=O (stereo not given)	-1%	0.1%	-19%	6%	1%	i	-1.0	4%	1%
CC(C)C1Cc2c(C#N)c(N)n(C)c(=S)c2CO1 (stereo not given)	0%	4.3%	7%	-3%	-1%	i	1.4	5%	2%
OCCNc1ncnc2c1ncn2[C@H]1CN(Cc2ccc(-c3ccccc3)cc2)C[C@@H](CO)O1	-1%	4.8%	-8%	/	/	i	1.9	-26%	/
COc1ccc(F)cc1S(=O)(=O)NCC(c1ccco1)N1CCc2ccccc2C1 (stereo not given)	?	2.6%	-5%	-17%	-3%	i	0.1	-3%	1%
Cc1ccnc(N/C=C(/NC(=O)c2ccccc2)C(=O)N/N=C\c2ccc(F)cc2)n1	3%	0.0%	-7%	-22%	-10%	i	2.0	26%	/
O=C(CSc1nnc(C2CC2)n1-c1ccccc1)N1CCNC1=O	4%	-0.6%	-18%	4%	0%	i	2.6	14%	-2%
Cc1noc(C)c1COc1ccccc1C(=O)N1CCN(S(=O)(=O)c2ccccc2F)CC1	-16%	0.3%	2%	2%	-13%	i	1.8	3%	0%
Cc1ccccc1OCCC(=O)OCC(=O)NCCc1ccc(S(N)(=O)=O)cc1	7%	-0.2%	-9%	2%	2%	i	1.0	0%	2%
S=C(NCc1ccco1)Nc1ccccc1Cl	-5%	7.2%	20%	1%	-4%	i	1.3	-2%	-1%

2 entries picked at random from the list so far:
SMILES	TGFb SMAD3 inh	Nrf2 ARE act	Abeta yeast res	Nrf2 block	A549 tox	Akt phos inh	CCT chaperon mod	HepG2 viability	Mm-Cpn inhibitor
OCCNc1ncnc2c1ncn2[C@H]1CN(Cc2ccc(-c3ccccc3)cc2)C[C@@H](CO)O1	-1%	4.8%	-8%	/	/	i	1.9	-26%	/
Cc1noc(C)c1COc1ccccc1C(=O)N1CCN(S(=O)(=O)c2ccccc2F)CC1	-16%	0.3%	2%	2%	-13%	i	1.8	3%	0%

Additional compounds follow:
SMILES	TGFb SMAD3 inh	Nrf2 ARE act	Abeta yeast res	Nrf2 block	A549 tox	Akt phos inh	CCT chaperon mod	HepG2 viability	Mm-Cpn inhibitor
COc1ccc(OC)c(Cc2nnc(CCC(=O)NC3C4CC5CC(C4)CC3C5)o2)c1 (stereo not given)	-9%	3.6%	4%	10%	-1%	i	-4.9	1%	1%
Cn1cnc(C(=O)NCc2ccccc2)c1C(=O)NCc1ccccc1	-4%	0.1%	-1%	-11%	9%	i	-1.5	-8%	0%
CCCC(=O)Nc1sc(C)c(-c2ccc(OC)cc2)c1C#N	5%	0.2%	-4%	-4%	-9%	i	-0.9	1%	-10%
NNC(=S)Nc1cccc(Cl)c1	-18%	-0.6%	?	1%	2%	i	-3.2	-10%	0%
C[C@@H]1CN([C@@H](C)CO)S(=O)(=O)c2ccc(Br)cc2O[C@@H]1CN(C)C(=O)c1ccncc1	0%	-0.8%	-1%	/	/	i	-0.5	-13%	/

Not a hit list. Share with any hit: about 4.3%.
